PAFAH1B3 inh = PAFAH1B3 enzyme inhibitors, primary screen, biochemical, fluorescence polarization, human; Platelet-activating factor acetylhydrolase IB subunit alpha1 (Homo sapiens), Q15102; recombinant PAFAH1B3, FP-rhodamine probe; inhibition, % at 3.39 µM; hit rate 0.28% among 340,000; AID 492972, 2010;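 active means inhibition above the screen-wide average of all tested compounds plus 3 SD, cut at about 25% in these data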;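 further: 0% = enzyme with DMSO only and 100% = wells lacking PAFAH1B3 protein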
Target sequence (Q15102 whole entry, looked up): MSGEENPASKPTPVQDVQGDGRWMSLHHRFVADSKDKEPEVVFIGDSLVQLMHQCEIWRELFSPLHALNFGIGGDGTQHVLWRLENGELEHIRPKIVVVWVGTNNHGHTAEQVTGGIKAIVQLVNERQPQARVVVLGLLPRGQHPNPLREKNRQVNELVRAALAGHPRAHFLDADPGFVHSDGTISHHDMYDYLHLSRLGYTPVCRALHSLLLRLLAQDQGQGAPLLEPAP
EBNA-1 inhibitor = EBNA-1 DNA-binding inhibitors, primary screen, biochemical, fluorescence polarization | AID 1950, 2009 | inhibition, % at 14.8 µM | hit rate 0.34% among 300,000; in the data active means inhibition above about 28%
PREPL inhibitor = PREPL enzyme inhibitors, primary screen, biochemical, fluorescence polarization; AID 2751, 2010; recombinant PREPL, fluorescence polarization activity-based probe; inhibition, % at 5.96 µM; hit rate 0.68% among 320,000; in the data active means inhibition above about 43%;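 further: 0% = enzyme with DMSO and 100% = wells lacking enzyme; many of its hits are not listed in these tables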
ZTA counter = ZTA (EBV) inhibition in EBNA-1 counter-screen | P03206 | ZTA-DNA binding, fluorescence polarization | inhibition, % at 11 µM | hit rate 0.15% among 320,000 | AID 2234; in the data active means inhibition above about 33%
PAFAH1B2 inh = PAFAH1B2 enzyme inhibitors, primary screen, biochemical, fluorescence polarization, human | Platelet-activating factor acetylhydrolase IB subunit alpha2 (Homo sapiens), P68402 | recombinant PAFAH1B2, FP-rhodamine activity probe | inhibition, % at 3.39 µM | hit rate 1.2% among 340,000 | AID 492953, 2010;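 active means inhibition above the mean of all tested compounds plus 3 SD, cut at about 24% in these data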;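 further: 0% = enzyme with DMSO and 100% = wells lacking PAFAH1B2; many of its hits are not listed in these tables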
Target sequence (P68402 whole entry, looked up): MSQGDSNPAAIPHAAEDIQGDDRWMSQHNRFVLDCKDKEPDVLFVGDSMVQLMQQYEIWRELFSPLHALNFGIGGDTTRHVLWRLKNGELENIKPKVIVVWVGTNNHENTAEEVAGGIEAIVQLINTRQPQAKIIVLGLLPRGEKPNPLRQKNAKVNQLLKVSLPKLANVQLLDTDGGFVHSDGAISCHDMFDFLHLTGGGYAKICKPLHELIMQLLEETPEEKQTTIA
LYPLA2 counter = LYPLA2 inhibitors, primary screen, counter-screen for PME1 inhibitor project, biochemical, fluorescence polarization, FP-Rh probe ABPP | Acyl-protein thioesterase 2 (Homo sapiens), O95372 | recombinant LYPLA2 | inhibition, % at 5.9 µM | hit rate 0.38% among 320,000 | AID 2177, 2009;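 active means inhibition above the screen-wide mean plus 3 SD, limit set per campaign, cut at about 26% in these data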;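 further: 0% = LYPLA2 with DMSO and 100% = wells lacking LYPLA2 enzyme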
LYPLA1 inh = LYPLA1 inhibitors, primary screen, counter-screen for PME1 inhibitor project, biochemical, fluorescence polarization, FP-Rh probe ABPP; AID 2174, 2009; inhibition, % at 5.9 µM; recombinant LYPLA1; hit rate 0.16% among 320,000;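 active means inhibition above the mean of all tested compounds plus 3 SD, set per campaign, cut at about 14% in these data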;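 further: inhibitors block serine hydrolase probe labeling of LYPLA1 so polarization falls; 0% = enzyme with DMSO and 100% = wells lacking LYPLA1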
PAFAH2 FP inh = PAFAH2 enzyme inhibitors, primary screen, biochemical, fluorescence polarization, human; Platelet-activating factor acetylhydrolase 2, cytoplasmic (Homo sapiens), Q99487; recombinant PAFAH2, FP-rhodamine activity probe; inhibition, % at 3.39 µM; hit rate 0.99% among 340,000; AID 492956, 2010;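 active means inhibition above the mean over all tested compounds plus 3 SD, cut at about 30% in these data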;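 further: inhibitors block probe labeling of enzyme so polarization drops; 0% = enzyme with DMSO and 100% = wells lacking PAFAH2 protein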
pPAFAH FP inh = pPAFAH enzyme inhibitors, primary screen, biochemical, fluorescence polarization, human; hit rate 1.5% among 330,000; AID 463082, 2010; Platelet-activating factor acetylhydrolase (Homo sapiens), Q13093; inhibition, % at 3.39 µM; recombinant pPAFAH, FP-rhodamine probe fluorescence polarization;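 active means inhibition above the mean inhibition across the screen plus 3 SD, cut at about 25% in these data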;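 further: inhibitors block binding of the rhodamine activity-based probe so polarization drops; 0% = enzyme with DMSO and 100% = wells lacking pPAFAH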
Target sequence (Q13093 whole entry, looked up): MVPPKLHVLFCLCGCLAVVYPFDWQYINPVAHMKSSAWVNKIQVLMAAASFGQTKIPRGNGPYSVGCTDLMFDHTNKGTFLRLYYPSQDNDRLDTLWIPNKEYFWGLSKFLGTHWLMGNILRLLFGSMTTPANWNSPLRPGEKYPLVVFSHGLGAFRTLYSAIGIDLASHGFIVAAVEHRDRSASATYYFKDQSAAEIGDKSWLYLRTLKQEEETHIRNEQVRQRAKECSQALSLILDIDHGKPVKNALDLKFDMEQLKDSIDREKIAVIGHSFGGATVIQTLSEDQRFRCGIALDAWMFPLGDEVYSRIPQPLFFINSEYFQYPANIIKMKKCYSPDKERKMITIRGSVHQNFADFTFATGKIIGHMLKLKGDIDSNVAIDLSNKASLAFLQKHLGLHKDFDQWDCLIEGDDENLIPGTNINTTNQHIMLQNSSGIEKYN
Active calls of the source: *; . = not tested or not shown. Only part of the results is shown; the hit share may differ from the screen's.

structure,PAFAH1B3 inh,EBNA-1 inhibitor,PREPL inhibitor,ZTA counter,PAFAH1B2 inh,LYPLA2 counter,LYPLA1 inh,PAFAH2 FP inh,pPAFAH FP inh
COc1ccc(C(=O)Nc2ccc3c(c2)nc(CN2CCN(C(C)=O)CC2)n3C)cc1,2,3,5,-2,-2,3,1,-3,3
COc1ccc(C(=O)Nc2ccccc2)cc1S(=O)(=O)Nc1cc(C)on1,-1,-3,14,-9,-2,0,-1,-10,-1
O=C(Cc1ccccc1)Nc1ccc(S(=O)(=O)N2CCOCC2)cc1,2,-6,-3,6,1,-1,1,-7,-1
COc1ccc(CCNC(=O)C23CCC(C)(C(=O)C2=O)C3(C)C)cc1OC (centres undefined),13,-13,14,-3,4,-7,-4,1,-6
Cc1ccc(S(=O)(=O)c2cc3c(=O)n4ccccc4nc3n(CCc3ccccc3)c2=N)cc1,-7,-13,-1,-14,-2,-9,-5,4,-7
Cc1ccc(N=C(NO)c2nonc2N)cc1,-1,-10,14,5,7,2,3,2,-1
CCN(CC)c1ccc(/C=N/N2CCN(Cc3ccc(C)cc3)CC2)c(O)c1,-1,8,3,-1,1,0,0,-4,4
Cc1ccc(S(=O)(=O)CC(=O)NC(C)c2ccccc2)cc1 (centres undefined),8,8,3,-9,2,-2,0,1,-4
CCOc1cc(/C=C2/SC(=S)N(Cc3ccccc3)C2=O)ccc1O,-28,12,-21,-13,-28,-47,-26,-39,-7
COc1cc(C(=O)Nc2ncccc2C)ccc1OCC(=O)N1CCOCC1,1,.,0,-11,-9,-1,-3,-1,0
C=CCSc1ncccc1C(=O)NCc1ccc(C)cc1,2,8,9,-17,1,7,-1,-6,1
CCCCNC(=O)CSc1nnc(Cc2ccccc2)n1CC,-4,-6,2,-11,-2,0,0,-7,0
COc1ccc(-c2c(C)nn3c(NC4CCCC4)cc(C)nc23)cc1OC,8,-15,17,-6,3,-6,1,-4,8
NC(=O)NCc1ccccc1Cl,5,-14,8,2,3,3,0,6,-4
CC1CCN(CCCNC(=O)c2ccc3c(=O)n(CCc4ccccc4)c(=O)[nH]c3c2)CC1,6,0,14,7,-1,-5,-5,9,-3
CCN(CC(=O)Nc1ccc(OC)cc1)CC(=O)Nc1cccc(C#N)c1,2,-3,-10,-19,8,-2,2,-9,2
Cc1ccc(NC(=O)CSc2nnc(N)s2)cc1S(=O)(=O)N1CCOCC1,0,5,-2,3,-1,-1,-2,4,2
CCC(C)NC(=O)c1cnn2c1NC(c1cccs1)CC2C(F)(F)F (centres undefined),0,5,6,7,1,0,0,-5,-3
CC(=O)c1cccc(NC(=O)c2ccc(-c3ccccc3[N+](=O)[O-])o2)c1,4,36*,8,8,-3,-4,-6,-2,6
Cc1ccc(S(=O)(=O)/N=C(/Nc2ccccn2)c2ccc(Cl)cc2)cc1,6,-9,-21,-5,11,-5,1,1,3
CC(=O)Nc1ccc(C(=O)OCC(=O)Nc2c(C)n(C)n(-c3ccccc3)c2=O)cc1,2,.,8,.,-2,.,.,10,1
CC(C)N1C(=O)C(=O)N(CC(=O)N2CCc3ccccc32)C1=O,2,.,-2,3,-5,2,3,-12,3
COc1ccc(/C=N/NC(=O)CCn2nc(C)cc2C)cc1,0,1,2,-9,4,11,1,0,1
O=C(NCC1CCCO1)c1ccccc1-c1nc(-c2ccccc2F)no1 (centres undefined),7,4,-2,-1,4,2,1,3,1
CC(C)NC(=O)Cn1cc(C#N)c2cc(Br)ccc21,9,1,-4,4,0,8,1,3,6

Records listed above shown as hits in EBNA-1 inhibitor.
SMILES | PAFAH1B3 inh | EBNA-1 inhibitor | PREPL inhibitor | PAFAH1B2 inh | PAFAH2 FP inh | pPAFAH FP inh
CC(=O)c1cccc(NC(=O)c2ccc(-c3ccccc3[N+](=O)[O-])o2)c1 | 4 | 36* | 8 | -3 | -2 | 6

(further entries)
structure,PAFAH1B3 inh,EBNA-1 inhibitor,PREPL inhibitor,ZTA counter,PAFAH1B2 inh,LYPLA2 counter,LYPLA1 inh,PAFAH2 FP inh,pPAFAH FP inh
O=c1c2cnn(-c3ccccc3)c2ncn1Cc1ccccn1,2,-6,-2,-3,0,-5,2,0,-3
O=C(c1ccc(Br)o1)N1CCN(CCc2ccncc2)CC1,-8,7,6,-7,-1,-1,4,-1,11
CCn1nc(C)c(CN2CCCC(C(=O)c3cccc(OC(C)C)c3)C2)c1C (centres undefined),-2,11,-3,-2,3,-6,-1,10,3
O=C(c1cc(COc2cccc(C(F)(F)F)c2)on1)N1CCSCC1,3,7,7,5,7,1,-3,-4,5
O/C(=C\c1nc2ccccc2nc1/C=C(\O)c1ccccc1)c1ccccc1,10,2,15,-16,5,5,2,15,7
O=C1NC(NS(=O)(=O)c2ccc(Cl)cc2)(C(F)(F)F)C(=O)N1Cc1cccnc1 (centres undefined),3,9,8,1,0,0,1,1,0
CC1(C)Cc2c(sc(NC(=O)C(=O)NCC3CCCO3)c2C(=O)O)CO1 (centres undefined),0,-4,-1,3,1,-3,0,-4,1
O=C(O)COc1ccccc1/C=N/Nc1ccc(S(=O)(=O)N2CCOCC2)cc1[N+](=O)[O-],3,-2,10,7,21,19,10,1,-1
CCOC(=O)c1c(CSC(=N)N)n(-c2ccccc2)c2cc(Br)c(OC(C)=O)cc12,-2,10,-3,2,4,-9,-3,5,1
Fc1ccccc1N1CC(c2ccccc2)C(c2cccs2)=N1 (centres undefined),-1,-15,9,-5,1,1,0,0,5
O=C(COc1ccc2c(-c3ccccc3)cc(=O)oc2c1)Nc1ccc(CCO)cc1,4,20,-11,16,-1,3,-1,-9,5
CCOC(=O)c1c(NC(=O)C(=O)N/N=C(\C)c2ccc(OC)cc2)sc2c1CCCCC2,-1,-5,13,16,-5,-8,-6,-3,6
Cc1cccc(C)c1NC(=O)N1CCN(c2nc3ccccc3s2)CC1,5,-2,9,-4,4,-3,-3,-3,-3
O=C(Cc1ccc(F)cc1)NCCc1cnc[nH]1,4,-14,0,-7,8,-2,-3,3,-4
COCC(=O)N1CCC(Oc2ccc(C(=O)N3CCSCC3)cc2)CC1,0,3,15,-3,1,12,2,-2,-2
O=C(NCCc1c[nH]c2ccccc12)c1cncc(Br)c1,2,5,5,3,4,0,-1,2,6
Cc1cc(SCC(=O)NN=C2CCN(C(C)C)CC2)c(C)cc1Br,2,-1,2,-9,-5,3,1,4,1
CCN1C(=S)N[C@@H](CCc2ccccc2)C(C(=O)OC)=C1C,1,23,16,-10,-3,8,3,1,2
O=c1c2ccccc2nc2n1CCCCN2,3,4,0,0,-1,0,2,3,6
N/C(=N\OC(=O)C1CCCCC1)c1ccc(Cl)cc1,9,-2,-4,-2,18,6,2,1,-1
COc1cc(/C=N/NC(=S)NCc2ccco2)cc(OC)c1OC,2,-13,2,6,0,-4,-5,-1,-3
CN(C)c1ccc(NC(=O)CSc2nnc(-c3cnccn3)n2C)cc1,4,-2,12,15,-2,11,5,-7,-4
COc1cc(CCC(=O)Nc2ccc(Br)c(C(F)(F)F)c2)cc(OC)c1OC,-2,5,0,6,2,-10,-9,2,4
Cc1ccc(-n2nc3c(c2NC(=O)C2CC2)CS(=O)(=O)C3)cc1,3,4,-3,10,-5,4,0,-12,0
COc1ccc(F)cc1CN1CCN(C(=O)CCC(=O)Nc2nnc(CC(C)C)s2)CC1,5,-10,19,-12,-6,12,3,1,-5

Profiles, quoted from the list. Order of screens: PAFAH1B3 inh | EBNA-1 inhibitor | PREPL inhibitor | ZTA counter | PAFAH1B2 inh | LYPLA2 counter | LYPLA1 inh | PAFAH2 FP inh | pPAFAH FP inh
O=C(NCCc1c[nH]c2ccccc12)c1cncc(Br)c1 is listed with 2 | 5 | 5 | 3 | 4 | 0 | -1 | 2 | 6
O=C(c1cc(COc2cccc(C(F)(F)F)c2)on1)N1CCSCC1 is listed with 3 | 7 | 7 | 5 | 7 | 1 | -3 | -4 | 5

(next part)
structure,PAFAH1B3 inh,EBNA-1 inhibitor,PREPL inhibitor,ZTA counter,PAFAH1B2 inh,LYPLA2 counter,LYPLA1 inh,PAFAH2 FP inh,pPAFAH FP inh
CS(=O)(=O)C1=NSC2=NC(=O)/C(=C\c3ccc(OS(=O)(=O)c4ccccc4)cc3)C(=N)N21,1,-7,-6,7,25*,-1,-3,-7,8
O=C(COC(=O)c1cc(=O)[nH]c2ccccc12)c1cccs1,0,3,-4,6,2,9,-1,2,1
Cc1ccc(C(=O)C2=C(O)C(=O)N(Cc3ccco3)C2c2cccc(Br)c2)o1 (centres undefined),4,0,-1,3,8,3,4,12,0
CCOC(=O)c1ccc(NC(=O)CSc2nc(=O)n3cccc(C)c3n2)cc1,14,-8,-1,-6,5,4,0,3,-2
COc1ccc(CCC(=O)NC2=NCCS2)cc1OC,1,-1,-4,8,3,5,-1,-8,10
COc1cc(Cl)ccc1OCc1cc(C(=O)N2CCN(c3ccccn3)CC2)no1,9,-10,-18,1,-1,5,1,5,5
O=C(O)Cn1c(P(=O)(O)c2ccccc2)nc2ccccc21,4,3,-4,12,-2,-3,2,3,-3
COc1cccc(/C=C2\Oc3cc(OCC(=O)N4CCCC4)ccc3C2=O)c1OC,2,-1,1,0,4,0,5,1,9
C=CCNC(=S)NC(=O)c1oc2ccccc2c1C,8,-10,2,1,1,-11,-2,7,1
N/C(=N\OC(=O)c1cccnc1)c1ccccc1Cl,7,6,0,10,0,2,3,0,1
CCc1cccc(OCCCCNCCOC)c1,1,3,-2,-1,1,2,1,-2,3
N#Cc1cnc2ncnn2c1-c1ccccc1,-1,-4,-2,-11,5,1,-4,3,-5
CN1CCN(C(=S)NC(=O)/C=C/c2ccccc2Cl)CC1,9,-10,2,4,4,1,2,7,4
C=CCOC(=O)C1=C[C@H](c2ccc(Br)cc2)C[C@H](OCCCCO)O1,9,8,1,-15,10,4,-1,9,4
O=C(Nc1sc2c(c1C(=O)O)CCC2)c1cccc(Cl)c1,-1,13,-8,14,17,5,1,20,18
Cc1nc2c(C(=O)N3CCOCC3)cnn2c(C)c1Cc1cccc(Cl)c1,.,1,25,0,.,-1,0,.,1
CC(=O)NCC(=O)N1CCCC(C(=O)c2ccc3c4c(cccc24)CC3)C1 (centres undefined),21,7,0,-2,-1,7,-2,-1,8
COc1cccc(OC)c1OCCOc1ccccc1OC(C)C,-6,-1,-4,-7,2,5,5,-8,2
COc1ccc(NC(=O)C(=O)NCCN2CCN(C(=O)c3ccc(C)cc3)CC2)cc1,6,-9,9,-5,-1,5,1,-9,5
Cc1cc(NC(=O)CSc2ncn(-c3ccccc3)n2)no1,9,-3,-5,11,9,1,-1,9,-1
O=C(CSc1nnc(CNC(=O)c2ccccc2F)o1)NCc1ccccc1,-5,4,1,-17,1,4,-2,0,1
O=C(CSc1ncn[nH]1)NCc1ccccc1,6,5,-4,-7,2,-1,-4,4,4
CN(C)/C=C(/C(=O)c1ccccc1)S(=O)(=O)c1ccc(Cl)cc1,0,-14,0,2,6,1,-1,6,-2
O=C(NNS(=O)(=O)c1ccc(F)cc1)c1cnccn1,14,-7,8,-3,0,1,4,-6,1
CN(C)CCC(=O)c1cccc(Br)c1,20,-1,8,-13,1,0,1,1,-2

Screening results: PubChem BioAssay, The Scripps Research Institute Molecular Screening Center
